# AmpC no deterg: inhibitors of E. coli AmpC beta-lactamase without detergent; P00811; AmpC nitrocefin hydrolysis, absorbance 480 nm, 0.0001% Triton; Potency, µM (top dose mostly 57.1 µM), inactives show at the highest dose activity change, negative = inhibition, most hits filed as inhibitors; 0.52% of 330,000 active;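 note: potency is the fitted concentration of half-maximal effect; plate controls were no compound for no effect and no enzyme for full effect; nearly all actives have a fitted effect of over 20% in size; some results filed as inactive show a strong effect at the top dose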
# Target sequence (P00811 whole entry, looked up): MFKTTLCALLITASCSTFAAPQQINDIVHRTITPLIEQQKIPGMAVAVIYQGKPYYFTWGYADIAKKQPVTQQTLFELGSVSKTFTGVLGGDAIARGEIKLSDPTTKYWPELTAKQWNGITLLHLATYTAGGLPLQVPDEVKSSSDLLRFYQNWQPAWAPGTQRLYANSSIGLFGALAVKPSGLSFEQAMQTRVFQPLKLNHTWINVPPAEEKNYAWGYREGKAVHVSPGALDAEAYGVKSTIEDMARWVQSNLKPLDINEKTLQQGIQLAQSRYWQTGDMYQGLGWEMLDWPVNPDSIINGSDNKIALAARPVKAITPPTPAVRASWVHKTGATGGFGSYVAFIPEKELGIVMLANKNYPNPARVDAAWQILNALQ
#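 20 mM phosphate pH 7.0 + 0.01% (detergent screen) or 0.0001% Triton X-100; 5.3 nM AmpC reagent; cpd preinc 15 min RT; nitrocefin (800 uM stock) to start; A480 q20 s × 4 min; Activity was normalised to no-enzyme and no-compound control wells.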
# CHX counter: affects cycloheximide protein synthesis inhibition readout, counter-screen; max response, %; cell reporter, cycloheximide protein synthesis inhibition counterscreen; 12% of 300,000 active; in the data active = max response mostly above about 13%, no sharp cut-off; inactive = mostly below about 14%; note: read at 38.3 µM for the half of the compounds with a filed dose; 0% is about no effect
# Pf growth 96h: P. falciparum growth inhibition at 96 hours. 6.9% of 320,000 active. P. falciparum luciferase reporter growth, 96 h. Potency, µM (highest dose often 28.7 µM), inactives show top-dose activity change, negative = inhibition, hits mostly inhibitors; note: potency is the fitted concentration of half-maximal effect; % is set by controls: 0 for no effect and ±100 for the full control effect
#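 Infected RBCs, 2% Hct / 0.05% parasitemia final; luciferase-reporter P. falciparum; cpd 96 h, 37 C, 5% CO2; luciferase detection reagent; luminescence.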
# Tb PYK inh: inhibitors of Trypanosoma brucei pyruvate kinase | 0.12% of 410,000 active | Potency, µM (titrated, usually from 76.8 µM), without a hit: at the top dose activity, negative = inhibition, usual class: inhibitors | TbPYK enzyme, Kinase-Glo Plus ATP luminescence, 45 min; note: potency is the fitted concentration of half-maximal effect; % is set by controls: 0 for no effect and ±100 for the full control effect; nearly all actives have a fitted effect of over 50% in size
#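 Assay buffer: 50 mM TEA pH 7.2, 100 mM KCl, 10 mM MgCl2, 0.05% BSA, 0.01% Tween-20. Pyruvate kinase from T. brucei plus substrate met compound, then ADP (130 uM final). Luminescence was read post 45 min RT.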
# Pf growth 48h: inhibits P. falciparum growth in the first generation, 48 h. Potency, µM (doses to about 28.7 µM), for inactives: at the top dose activity change, negative = inhibition, most hits filed as inhibitors. 5.9% of 310,000 active. P. falciparum luciferase growth in erythrocytes, 48 h; note: potency is the fitted concentration of half-maximal effect; % is set by controls: 0 for no effect and ±100 for the full control effect
#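 Compounds are pin-transferred into medium, infected erythrocytes (2% hematocrit, 0.1% parasitemia final) are added, and plates sit one parasite generation at 37 C in 5% CO2. Detection reagent is then added and luminescence measured.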
# LmPK inh: blocks Leishmania mexicana pyruvate kinase activity | Potency, µM (titrated, usually from 57.5 µM), for the others: at the highest dose activity change, negative = inhibition, most hits filed as inhibitors | purified LmPK, Kinase-Glo ATP luminescence, 1 h | AID 1721 | 0.37% of 290,000 active | Q27686; note: potency is the fitted concentration of half-maximal effect; % is set by controls: 0 for no effect and ±100 for the full control effect
# Target sequence (Q27686 whole entry, looked up): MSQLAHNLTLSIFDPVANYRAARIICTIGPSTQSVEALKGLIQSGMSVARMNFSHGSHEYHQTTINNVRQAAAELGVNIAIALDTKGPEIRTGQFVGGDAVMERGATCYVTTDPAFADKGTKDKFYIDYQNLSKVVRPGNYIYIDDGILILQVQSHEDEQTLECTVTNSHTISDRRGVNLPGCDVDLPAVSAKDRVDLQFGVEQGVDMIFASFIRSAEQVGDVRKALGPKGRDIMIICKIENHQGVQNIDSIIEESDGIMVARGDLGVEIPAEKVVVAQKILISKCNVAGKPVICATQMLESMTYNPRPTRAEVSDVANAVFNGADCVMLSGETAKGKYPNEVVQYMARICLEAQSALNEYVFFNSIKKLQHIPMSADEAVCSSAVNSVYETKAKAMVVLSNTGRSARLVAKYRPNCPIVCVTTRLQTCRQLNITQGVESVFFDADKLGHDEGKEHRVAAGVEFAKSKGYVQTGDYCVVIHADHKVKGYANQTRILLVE
#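 In 50 mM imidazole pH 7.2 with 7 mM MgCl2, LmPK (0.1 nM) turned over PEP (0.5 mM) and ADP (0.1 mM) for 1 h at room temperature. Luciferase read-out of ATP.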
# Shiga inhibitor: blocks Shiga toxin action in Vero cells; 9.2% of 290,000 active; inhibition, % at 38.7 µM; Vero cells, Shiga toxin protein synthesis inhibition reporter; in the data active = inhibition mostly above about 28%, no sharp cut-off; inactive = mostly below about 43%; note: 0% is about no effect
# Numbers without * were called inactive; u = inconclusive; x = no result given; [ ] = remark or other dose. Unless noted, calls come from the whole dose curve; as a rule, active = well fitted curve in the direction sought with a large enough effect; inconclusive = small, poorly fitted or top-dose-only effect, or another doubt; inactive = no such curve, though single readings can be large; an effect the other way counts as inactive or inconclusive.
cpd	molecule	AmpC no deterg	CHX counter	Pf growth 96h	Tb PYK inh	Pf growth 48h	LmPK inh	Shiga inhibitor
1	O=C(NC1CCCC1)C(c1ccncc1)N(C(=O)c1csnn1)c1cccc(Cl)c1 (stereo not drawn)	-13%	3	6%	-4%	u	0%	3
2	CC(=O)Nc1cccc(-c2csc(Nc3ccc(C)cn3)n2)c1	17%	69*	u	-14%	32%[activator]	-1%	98*
3	CCS(=O)(=O)N1Cc2ccccc2CC1C(=O)Nc1nc2ccc(F)cc2s1 (stereo not drawn)	-34%	78*	154%[activator]	0%	251%[activator]	2%	99*
4	NC1=NC(=O)/C(=C/c2cn(CCC(=O)O)nc2-c2ccc(F)cc2)S1	-8%	-3	u	0%	18%	0%	-3
5	Cc1cccc(C2=NCC(=O)N(CC(=O)NCc3ccco3)c3sc4c(c32)CCCC4)c1	74%[activator]	-2	-18%	4%	u	0%	-28
6	CCCCc1nc(N)c(C#N)c(-c2ccco2)c1CCC	-17%	6	u	2%	5%	7%	-1
7	COc1ccc(S(=O)(=O)N2CCCCC2)cc1NC(=O)CN(C)C1CCCCC1	9%	1	u	3%	u	0%	-11
8	Cc1cc(C(=O)CSc2ncccn2)c(C)n1-c1cccc(F)c1	-3%	86*	254%[activator]	-2%	76%[activator]	1%	100*
9	O=C(Nc1ccc2c(c1)OCCO2)C(=O)c1c[nH]c2ccccc12	-11%	29	27%	-11%	97%[activator]	-20%	21*
10	CC(C)Cc1csc(NC(=O)c2ccccc2Cl)c1C(=O)O	-19%	10	9%	-2%	15%	3%	30
11	Cc1ccc(-c2nnn(CC(=O)NCCc3ccc4c(c3)OCO4)n2)o1	-10%	8	0%	-3%	-9%	1%	-22
12	CCC(=O)NC(=S)Nc1ccc(S(=O)(=O)NC2CCCCC2)cc1	13µM*	8	u	-5%	-3%	0%	-8
13	O=C(N/N=C/C1CC2CCC1C2)C1CC1 (stereo not drawn)	-9%	7	34%[activator]	6%	25%	-1%	-16
14	CCS(=O)(=O)Nc1cc(OC)c(OC)cc1Cc1nccc2cc(OC)c(OC)cc12	125%[activator]	-1	0%	-6%	-28%	-6%	4
15	O=C(COc1ccc(S(=O)(=O)N2CCCCC2)cc1)N1CCCCCC1	-3%	1	13µM*	0%	u	-12%	-8
16	CCOC(=O)c1c(C)n(COCCO)c2ccc(O)cc12	-20%	9	x	2%	-5%	0%	6
17	COC(=O)C1SCC2C(=O)N(Cc3ccc(Cl)cc3)CC(=O)N21 (stereo not drawn)	-33%	0	9%	2%	-3%	-4%	6
18	COc1ccc(C(=O)n2cnc3ccccc32)cc1	-11%	0	u	1%	13%	1%	0
19	O=C(COC(=O)Cc1ccc(Cl)cc1Cl)Nc1ccccc1OC(F)F	-11%	-3	-3%	-4%	-2%	3%	2
20	Cc1cccc2sc(NC(=O)C3CCN(C(=O)c4ccco4)CC3)nc12	1%	38*	15µM*	6%	-20%	4%	40
21	COC(=O)c1ccc(/C=C(/NC(=O)c2ccccc2)C(=O)N2CCOCC2)cc1	5%	1	11%	-5%	-15%	2%	-1
22	CC(C)(C)N(NC(=O)Nc1ccc(Cl)c(Cl)c1)C(=O)c1ccccc1	-50%	-2	u	-4%	12µM*	0%	11
23	CCN(CC)S(=O)(=O)c1ccc(C(=O)NCCc2cc3c(OC)ccc(OC)c3[nH]c2=O)cc1	-18%	6	u	0%	u	3%	-5
24	COc1ccc(S(=O)(=O)N(C)C)cc1NS(=O)(=O)c1ccc(F)c(F)c1F	-2%	10	u	-10%	-15%	1%	23
25	O=C(C[n+]1cccc(CNC(=O)c2ccc(OC(F)F)cc2)c1)Nc1cccc(C(F)(F)F)c1	58%	-2	u	3%	5.2µM*	3%	8

# Full records from above. Screens in order: AmpC no deterg | CHX counter | Pf growth 96h | Tb PYK inh | Pf growth 48h | LmPK inh | Shiga inhibitor
# Results for NC1=NC(=O)/C(=C/c2cn(CCC(=O)O)nc2-c2ccc(F)cc2)S1 = -8% | -3 | u | 0% | 18% | 0% | -3
# Results for Cc1cccc(C2=NCC(=O)N(CC(=O)NCc3ccco3)c3sc4c(c32)CCCC4)c1 = 74%[activator] | -2 | -18% | 4% | u | 0% | -28
# Results for O=C(NC1CCCC1)C(c1ccncc1)N(C(=O)c1csnn1)c1cccc(Cl)c1 (stereo not drawn) = -13% | 3 | 6% | -4% | u | 0% | 3
# Results for Cc1cccc2sc(NC(=O)C3CCN(C(=O)c4ccco4)CC3)nc12 = 1% | 38* | 15µM* | 6% | -20% | 4% | 40
# Results for CCN(CC)S(=O)(=O)c1ccc(C(=O)NCCc2cc3c(OC)ccc(OC)c3[nH]c2=O)cc1 = -18% | 6 | u | 0% | u | 3% | -5

# New compounds follow:
cpd	molecule	AmpC no deterg	CHX counter	Pf growth 96h	Tb PYK inh	Pf growth 48h	LmPK inh	Shiga inhibitor
26	O=C(OCc1cccc([N+](=O)[O-])c1)c1cccnc1	-9%	14	u	-5%	-12%	1%	33
27	c1ccc2c(c1)NC1(CCCCC1)n1c-2nc2ccccc21	-29%	26*	2%	-1%	x	3%	71
28	CCC1(C)CC(CCN(Cc2ccco2)C(C)=O)(c2ccccc2)CCO1 (stereo not drawn)	140%[activator]	-1	4.1µM*	1%	u	0%	9
29	CCN(CC)S(=O)(=O)c1cc(NC(=O)Cn2ncc(Cl)c(Cl)c2=O)ccc1C	-37%	32*	-25%	0%	u	0%	-12
30	Fc1cccc(CSc2nc3ncc(Cl)cc3[nH]2)c1	-38%	20*	u	-2%	u	-1%	30
31	O=C(NCc1cccnc1)C1CC2c3ccccc3C1c1ccccc12 (stereo not drawn)	-1%	-1	15%	0%	3%	-6%	-13
32	Fc1ccc(-c2ccnc3nc(-n4cccc4)nn23)cc1	-3%	4	23%	u	-8%	0%	-16
33	CCCOc1ccc(N/C=C/C(=O)C(C)(C)C)cc1	-13%	33*	-3%	7%	-13%	1%	49*
34	CCN(CC)S(=O)(=O)c1ccc(N2C(=O)Nc3ccccc3N2O)cc1	-14%	-4	41%[activator]	-2%	-14%	-1%	-15
35	Cc1ccc(Nc2nc(=O)[nH]nc2C)cc1	2%	-5	x	-3%	-2%	5%	-1
36	Cc1ccc(CN2CC(C(=O)NCCC3=CCCCC3)CC2=O)cc1 (stereo not drawn)	80%[activator]	x	u	-1%	u	x	x
37	O=C(Cn1nc(Cc2cccnc2)c2ccccc2c1=O)Nc1cc(F)ccc1F	3%	4	-27%	-6%	u	0%	-8
38	Cc1cc(=O)n(C)c(=O)n1CCCNc1ccccc1	41%	11	u	33%[activator]	-28%	-9%	13
39	COC1=C(Nc2ccc(C)cc2)C(=O)c2ccccc2C1=O	-30%	53*	1.2µM*	-5%	2.3µM*	-13%	102*
40	COc1ccccc1NC(=O)C1=C(C)NC(SCC(=O)c2ccccc2)=C(C#N)C1c1ccco1 (stereo not drawn)	u	10	x	-23%	9.3µM*	10%	36
41	CCOC(=O)C(C(=O)Nc1cccc(C)c1)C1CCCCC1 (stereo not drawn)	-12%	-1	-7%	-17%	x	2%	-18
42	CCOc1ccc(N2C(=O)CC(NC3CCN(C(=O)c4cccs4)CC3)C2=O)cc1 (stereo not drawn)	-5%	-2	9%	0%	u	1%	-3
43	COc1cc(/C=N\n2cnnc2)ccc1OCC(=O)Nc1ccc(C)cc1	-2%	-2	21%	-7%	0%	0%	16
44	C=CCOc1cccc(/C=N/NC(=O)CN(c2cc(Cl)ccc2OC)S(=O)(=O)c2ccc(C)c([N+](=O)[O-])c2)c1	-43%	-2	1.2µM*	4%	u	3%	-4
45	COc1cccc(NC(=O)CCN2C(=O)C3CC=CCC3C2=O)c1 (stereo not drawn)	-11%	49*	u	4%	106%[activator]	-5%	73*
46	C[C@H](N=C1NS(=O)(=O)c2ccccc21)C(=O)OCc1cc([N+](=O)[O-])cc2c1OCOC2	-28%	-7	40%[activator]	-3%	4%	0%	-3
47	Cc1nn(C(=O)CCC(=O)NCc2ccccc2Cl)c2ccccc12	-11%	10	57%[activator]	1%	26%	6%	-8
48	Cc1ccc(S(=O)(=O)NCCN(CCNS(=O)(=O)c2ccc(C)cc2)S(C)(=O)=O)cc1	42%	-2	x	2%	u	7%	9
49	COc1ccc(S(=O)(=O)N2CCCCC2)cc1N(C)S(=O)(=O)c1ccccc1	0%	4	256%[activator]	3%	-27%	9%	-2
50	CCCCCCOc1ccc(N2C(=O)CC(N3CCN(C(=O)c4ccco4)CC3)C2=O)cc1 (stereo not drawn)	85%[activator]	7	15%	-1%	-17%	5%	-15
51	COC(=O)N/N=C(\C)c1ccc(C)c([N+](=O)[O-])c1	-2%	19*	90%[activator]	-3%	71%[activator]	-8%	17*
52	COc1ccccc1NC(=O)CN(Cc1ccco1)C(=O)c1cncc(Br)c1	6%	7	-17%	-1%	u	1%	-8
53	C/C(=N\NC(=O)c1nc2ccccn2c1C)c1ccco1	-5%	27*	82%[activator]	1%	71%[activator]	-2%	62*
54	C#CCOc1c(Br)cc(/C=C2/C(=O)ON=C2C)cc1OCC	-38%	-5	2%	-8%	2%[0.00184 µM]	2%	-4
55	CCCCCCCCn1c2c(c(=N)c3ccccc31)CCC2	-10%	1	-45%	-2%	12%	-4%	23
56	CC(C)(C)c1ccc(/C=C2\SC(=O)N(CCNC(=O)c3cccc(S(=O)(=O)N4CCOCC4)c3)C2=O)cc1	77%[activator]	69*	-49%	-8%	-36%	-2%	131*
57	CCOC(=O)C1=C(C)N(CCCC(=O)O)C(=O)NC1c1ccc(Cl)cc1Cl (stereo not drawn)	-17%	2	-1%	-3%	15%	-12%	-7
58	CC(Oc1ccccc1Cl)c1nnc(N)s1 (stereo not drawn)	-9%	-4	-13%	1%	5%	2%	-21
59	C=CCN1C(=O)c2ccccc2NC1c1ccc(Br)s1 (stereo not drawn)	-35%	-6	10µM*	-8%	13µM*	-1%	-6
60	CCOCCCNC(=O)c1oc2ccc(S(=O)(=O)N3CCOCC3)cc2c1C	41%	-1	-19%	-12%	u	0%	9
61	CCOc1ccc(N(CC(=O)N2CC=C(c3ccccc3)CC2)S(=O)(=O)c2c(C)noc2C)cc1	-5%	-6	35%[activator]	-2%	x	2%	-14
62	N#Cc1cnn(-c2ncnc3sc4c(c23)CCCC4)c1N	-1%	-3	14%	-2%	x	0%	18
63	S=C(Nc1cccc(Cl)c1Cl)N1CCCC1	-7%	14	u	-2%	23%	-12%	21
64	Cc1ccc(C(=O)NNC(=O)c2cccc(S(=O)(=O)N3CCN(c4ccccc4)CC3)c2)cc1	1%	3	-1%	-2%	14%	2%	-6
65	CC(OC(=O)CNC(=O)C12CC3CC(CC(C3)C1)C2)C(=O)Nc1ccc(S(N)(=O)=O)cc1 (stereo not drawn)	-22%	-3	-30%[1.15 µM]	5%	-7%	1%	4
66	Cc1cccc(C(=O)N2CCC(Cc3ccccc3)CC2)c1[N+](=O)[O-]	33%	-2	0.93µM*	-8%	-1%	3%	-18
67	COc1cc(C2NC(=S)NC(c3ccccc3)=C2C(C)=O)cc(Cl)c1OCC(=O)O (stereo not drawn)	-23%	-2	u	-13%	8%	1%	-18
68	CCCn1c(=N)n(CC(O)c2ccc(C)cc2)c2ccccc21 (stereo not drawn)	-7%	-1	4.1µM*	2%	5.2µM*	1%	31
69	CCOC(=O)c1c(CCl)nc2ccccc2c1-c1ccccc1	-41%	-1	3%	-9%	-1%	-1%	-5
